Screening results (PubChem BioAssay)
USP17 inh – blocks human USP17 ubiquitin-rhodamine cleavage. A8MUK1. AID 1645855. 6.5% of 47,000 active. inhibition, % at 50 µM. purified USP17, Ub-rhodamine cleavage fluorescence, 3 h
USP28 block – inhibitors of human USP28 deubiquitinase | inhibition, % at 25 µM | 3% of 47,000 active | purified USP28, Ub-rhodamine cleavage fluorescence, 30 min
OTUD3 block – inhibitors of human OTUD3 deubiquitinase; Q5T2D3; purified OTUD3, Ub-rhodamine fluorescence, 2 h; inhibition, % at 25 µM; 0.7% of 47,000 active; AID 1645858
UCHL1 inh – blocks human UCHL1 ubiquitin-rhodamine cleavage | purified UCHL1, Ub-rhodamine cleavage fluorescence | inhibition, % at 20 µM | P09936 | 0.2% of 47,000 active
Target sequence (P09936 whole entry, looked up): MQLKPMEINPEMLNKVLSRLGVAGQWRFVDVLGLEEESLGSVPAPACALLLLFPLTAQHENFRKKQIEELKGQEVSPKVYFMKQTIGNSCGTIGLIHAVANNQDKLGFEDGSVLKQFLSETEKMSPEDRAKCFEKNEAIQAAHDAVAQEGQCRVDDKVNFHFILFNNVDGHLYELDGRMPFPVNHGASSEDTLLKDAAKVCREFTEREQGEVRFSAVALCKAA
USP8 block – blocks human USP8 ubiquitin-rhodamine cleavage; P40818; purified USP8, Ub-rhodamine cleavage fluorescence, 30 min; inhibition, % at 20 µM; 4.2% of 47,000 active
USP7 inh – human USP7 deubiquitinase inhibition; Q93009; purified USP7, Ub-rhodamine cleavage fluorescence; inhibition, % at 20 µM; 0.3% of 47,000 active; AID 1645854
USP10 inh – inhibitors of human USP10 deubiquitinase. purified USP10, Ub-rhodamine fluorescence, 60 min. inhibition, % at 20 µM. 1.1% of 47,000 active
Target sequence (Q14694 whole entry, looked up): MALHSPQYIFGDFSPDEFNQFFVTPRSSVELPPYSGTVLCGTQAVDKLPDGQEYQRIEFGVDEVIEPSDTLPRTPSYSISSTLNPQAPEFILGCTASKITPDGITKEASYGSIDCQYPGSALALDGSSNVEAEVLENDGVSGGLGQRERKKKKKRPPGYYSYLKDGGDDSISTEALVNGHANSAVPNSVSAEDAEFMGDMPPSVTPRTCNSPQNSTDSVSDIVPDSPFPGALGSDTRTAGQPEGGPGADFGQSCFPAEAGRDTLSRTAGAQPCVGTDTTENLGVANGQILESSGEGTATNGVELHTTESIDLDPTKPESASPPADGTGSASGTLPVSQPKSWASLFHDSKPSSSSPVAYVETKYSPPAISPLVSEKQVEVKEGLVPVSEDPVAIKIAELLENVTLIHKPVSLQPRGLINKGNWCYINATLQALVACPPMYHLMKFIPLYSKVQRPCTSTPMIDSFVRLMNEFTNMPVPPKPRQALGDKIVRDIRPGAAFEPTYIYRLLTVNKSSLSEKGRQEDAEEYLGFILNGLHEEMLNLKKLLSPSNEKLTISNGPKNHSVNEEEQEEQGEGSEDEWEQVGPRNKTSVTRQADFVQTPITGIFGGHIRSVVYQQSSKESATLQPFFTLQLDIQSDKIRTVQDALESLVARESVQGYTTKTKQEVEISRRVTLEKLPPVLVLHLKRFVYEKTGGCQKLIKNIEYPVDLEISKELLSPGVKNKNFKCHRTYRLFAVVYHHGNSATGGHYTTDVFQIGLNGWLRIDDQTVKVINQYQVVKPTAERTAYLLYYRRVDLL
USP30 block – human USP30 deubiquitinase inhibition. 5.3% of 47,000 active. AID 1645860. inhibition, % at 25 µM. purified USP30, Ub-rhodamine cleavage fluorescence
* = called active by the depositor; i = inactive; · = not tested or not shown. Rule as the data show it: active = inhibition above about 30%; inactive = the rest.

no.	USP28 block	USP17 inh	USP8 block	USP7 inh	USP30 block	USP10 inh	UCHL1 inh	OTUD3 block	Compound
1	7	18	21	3	18	3	1	12	O=c1[nH]c(=O)n(Cc2ccccc2)c2c1CN(Cc1ccco1)CN2
2	-1	3	13	-5	7	2	4	5	O=C(N[C@@H]1CC[C@@H](Oc2ccccc2)[C@H](O)[C@H]1O)c1cccc(F)c1
3	4	6	12	4	17	0	5	9	COc1cccc(CNC(=O)CCC(=O)N2CCCn3nc(C)cc32)c1
4	2	-15	41*	4	-23	8	5	-15	Nc1ccc([N+](=O)[O-])cc1NC(=O)CSc1ccc2ccccc2c1
5	19	17	24	4	13	1	3	14	CNC(=O)c1cn2c3c(cc(F)cc3c1=O)CCC2C (stereo unspecified)
6	10	9	0	5	13	2	5	7	COc1cc2oc(C)cc(=O)c2c(O)c1CO
7	-15	0	-1	3	-36	-1	0	-4	Cc1cc(Cl)cc(C)c1OCC(=O)NC1CCCc2ccccc21 (stereo unspecified)
8	-8	4	-13	-2	-5	1	-1	-3	Cc1nc2ccccc2n1CCNC(=O)c1ccc(C#N)cc1
9	-1	3	5	10	9	5	6	-1	CCCOc1ccc(C2CN3C(=O)N(c4ccc(OC)cc4)C(=O)[C@]3(C)c3[nH]c4ccccc4c32)cc1OCC (stereo partly specified)
10	-9	-11	-2	3	-44	-1	0	-13	COc1ccc(-c2cc(-c3ccc(Br)cc3)nc(N)c2C#N)cc1OC
11	0	-32	0	0	-1	-2	-3	-1	O=C(CCSc1nnc(-c2ccncc2)o1)Nc1cccc2ccccc12
12	-4	·	-5	0	-5	-2	-2	-8	Cc1cccc(CNC(=O)C2(C)Oc3cccnc3N(C)C2=O)c1 (stereo unspecified)
13	-239	-169	-220	-130	i	-4	-106	-188	O=C1C[C@@H]2O[C@H](CNC(=O)[C@@H]3CN(CCN3C(=O)C3CCOCC3)C(=O)[C@@H]3C[C@@H](CN3Cc3ccc(F)cc3)N1)[C@@H](O)[C@H]2O
14	12	7	3	3	35*	10	6	8	O=C(Cc1ccc(Cl)cc1)N1CCN(c2ncnc3c2nnn3Cc2ccccc2)CC1
15	0	7	11	-17	56*	-4	-1	0	CN1C(=O)COc2cc(-c3noc(C(=O)NC4CCCCCC4)n3)ccc21
16	-2	-42	-326	-2	6	1	0	2	O=C(NCCc1ccccc1)c1cnn(-c2ccc([N+](=O)[O-])cc2)c1C1CCNCC1
17	0	16	3	-2	0	1	1	-4	COc1ccccc1CN1C(=O)c2ccccc2CC1(C)C(=O)NC1CCCCC1 (stereo unspecified)
18	10	8	0	-23	12	0	-1	6	O=C(Nc1cccc(C(=O)N2CCCC2C(=O)NC2CCCC2)c1)c1cccc(F)c1 (stereo unspecified)
19	0	5	0	-5	3	3	0	-4	FC(F)(F)c1cc(N2CCCCC2)nc(-c2ccccn2)n1
20	10	17	2	0	19	0	1	8	CC(C)/C=c1\[nH]c(=O)/c(=C/c2ccccc2)[nH]c1=O

2 entries from above, screen by screen:
10. COc1ccc(-c2cc(-c3ccc(Br)cc3)nc(N)c2C#N)cc1OC
11. O=C(CCSc1nnc(-c2ccncc2)o1)Nc1cccc2ccccc12

Assay by compound,10,11
USP28 block,-9,0
USP17 inh,-11,-32
USP8 block,-2,0
USP7 inh,3,0
USP30 block,-44,-1
USP10 inh,-1,-2
UCHL1 inh,0,-3
OTUD3 block,-13,-1

The results go on.
no.	USP28 block	USP17 inh	USP8 block	USP7 inh	USP30 block	USP10 inh	UCHL1 inh	OTUD3 block	Compound
21	·	22	-2	-2	·	-1	1	3	O=C(NCCC1=CCCCC1)c1cc2c(s1)CS(=O)(=O)C2
22	75*	68*	-24	45*	-39	-5	47*	73*	O=C(/C=C/C=C/C=C/C1CCCCC1)NC1=C[C@@](O)(/C=C/C=C/C=C/C(=O)NC2=C(O)CCC2=O)[C@@H]2O[C@@H]2C1=O
23	1	2	6	5	13	0	0	3	Cc1c(N2CCN(C(=O)CC3CCCCC3)CC2)c(=O)n(C)c(=O)n1C
24	-14	-14	0	-4	-1	3	-3	-7	Cc1ccc2c(c1)C(=O)NCC1(CCN(C(=O)Cc3ccccc3F)CC1)O2
25	7	7	11	6	9	1	4	8	CC(=O)NC[C@H]1C[C@]2(C)[C@@H](CCCC[C@]2(C)O)N1C(=O)c1ccnn1C(C)C
26	-57	-97	-66	-18	-376	-7	-24	-67	COc1ccc(/C=C(/C#N)c2c[nH]c3ccccc23)cc1
27	5	8	-9	13	-20	-3	0	9	Cc1cccc2c(C(=O)N3CCCC3)cc(N(C)C)nc12
28	3	-8	-19	2	-5	-3	0	2	COc1ccc(C(=O)N[C@@H]2C[C@@H](Oc3cccc(F)c3)[C@H](O)[C@H]2O)cc1
29	-6	0	3	-2	-8	1	-2	-1	O=C(NCc1noc(-c2ccccc2)n1)c1coc(C2CC2)n1
30	10	8	24	-27	16	0	3	8	Cc1cc(=O)n(CC(=O)NCc2ccc(F)cc2F)c(N2CCCCC2)n1
31	-7	-25	-12	-3	-9	-4	-8	-9	CC(=O)N1C[C@H]2[C@@H](C1)c1ccccc1[C@@H]2NC(=O)c1ccc2c(c1)OCCO2
32	-7	-3	-1	0	1	1	-2	-5	O=C(NCc1ccccc1Cl)c1csc(C(=O)NC2CC2)n1
33	8	2	-6	6	12	0	6	6	COCCN1C[C@H]2CCN(C(=O)CCc3ccccc3C)CC[C@H]2S1(=O)=O
34	0	6	7	4	7	0	0	6	COc1ccc(C(=O)CCN2CCN(c3ccccc3F)CC2)cc1
35	-6	2	3	3	9	2	5	5	COc1ccc(-c2csc(N(CCc3ccccc3)C(C)=O)n2)cc1
36	37*	49*	-13	2	-11	9	3	31*	Cc1cc(C)c(NC(=O)CSc2nc3nccnc3c(=O)n2Cc2ccccc2Cl)c(C)c1
37	-6	-2	3	3	-3	2	-1	-4	O=S(=O)(c1cn[nH]c1)N1CCC(O)(CN2CCCC2)C1 (stereo unspecified)
38	17	11	4	13	11	3	11	6	CC(C)(C)c1cc(C(=O)Nc2ccc3c(c2)OCCO3)n(Cc2ccccc2)n1
39	0	-7	-8	3	-5	-6	-2	0	COc1ccc2[nH]c(CN3CCOC(c4nc(C)cc(C)n4)C3)cc2c1 (stereo unspecified)
40	9	17	2	4	7	1	0	10	CC(C)(C)C(=O)N1CCCC(Cc2nccnc2-c2cncc(C(=O)O)c2)C1 (stereo unspecified)
41	0	7	14	11	5	11	11	5	COc1ccc2cc(CN(CCc3ccccc3)C(=O)Nc3ccccc3OC)c(=O)[nH]c2c1
42	4	-1	9	0	1	0	-2	-2	CCN1CCN(c2nc(-c3cnc(N4CCCCC4)nc3C)cc(=O)[nH]2)CC1
43	9	30	-4	-6	37*	5	0	12	C=C(C)Cn1c(N2CCC(Cc3ccccc3)CC2)nc2c1c(=O)[nH]c(=O)n2C
44	-9	-3	-4	-3	-1	-1	-1	-3	CNC(=O)c1c2n(c3ncccc13)CCN(C(=O)c1ccc(O)cc1)C2
45	1	-3	-4	3	-14	-1	2	8	CCOc1ccc(CCNC(=O)C2CCN(S(=O)(=O)c3cccc4cccnc34)CC2)cc1OCC
46	27	53*	21	4	23	-1	0	7	O=C(Cc1cc(-c2ccccc2)on1)NCc1c(F)cccc1F
47	-11	-22	-133	-4	-11	-3	0	1	Cc1ccc(CN2CC[C@@H]3[C@@H]2CCN3S(=O)(=O)C2CC2)o1
48	9	31*	85*	9	59*	15	0	-5	COc1ccccc1NC(=O)Nc1ccc(NC(=O)c2ccccc2O)cc1
49	12	5	2	1	15	0	4	8	O=C(Nc1ccc2c(c1)OCCCO2)c1cc(S(=O)(=O)N2CCCC2)ccc1Cl
50	7	13	15	5	6	2	0	10	NC(=O)Cn1c(-c2nc(-c3cccc(F)c3)no2)cccc1=O
51	4	-5	0	-3	17	1	0	7	COc1cccc(N2CC(NC(=O)CCc3ccccc3)CC2=O)c1 (stereo unspecified)
52	7	11	12	4	16	3	2	11	N#Cc1cccc(C(=O)N2CCc3nc4ccccc4n3CC2)c1
53	-5	-25	4	0	-112	-5	-1	-4	Cc1cccc2c1NC(=O)[C@]21[C@@H](C(=O)c2ccccc2)[C@]2(C(=O)Nc3ccccc32)[C@@H]2CCCN21
54	-17	-6	-93	1	-28	1	-3	-13	Cc1c(NC(=O)/C=C/c2cccc3ccccc23)cccc1[N+](=O)[O-]
55	-12	-7	-12	-7	-26	-5	-6	-4	CCCn1c(=O)c2nscc2n(CC(=O)NC2CCCCC2)c1=O
56	5	9	-26	6	11	1	0	21	O=C(NCc1ccccc1)N1CCC2(CC1)CN(Cc1cccnc1)CC21CCNC1=O (stereo unspecified)
57	0	·	35*	20	-68	7	6	0	Cc1ccccc1NC(=O)Cn1cc(S(=O)(=O)Cc2ccccc2)c2ccccc21
58	0	-6	-23	-3	-3	-3	0	1	CNC(=O)c1sc2ccccc2c1C1CCN(S(=O)(=O)N2CCOCC2)C1 (stereo unspecified)
59	-8	0	23	-2	-18	-3	0	-3	O=C(Cn1cnc2cc3c(cc21)OCCCO3)NC1CCCCC1
60	-15	-34	-45	-6	-74	-7	-7	-12	Cc1noc([C@@H]2C[C@H]3CN(Cc4ccoc4)C[C@H]3O2)n1

As entered above.
In USP7 inh, #6 has the entry 5
In USP28 block, #18 has the entry 10
In UCHL1 inh, #56 has the entry 0
In OTUD3 block, #4 has the entry -15

Remaining list, next part.
no.	USP28 block	USP17 inh	USP8 block	USP7 inh	USP30 block	USP10 inh	UCHL1 inh	OTUD3 block	Compound
61	5	17	13	-2	11	0	0	7	COc1ccc(Nc2ncc3c(n2)CCCC3=O)cc1
62	4	·	-41	3	4	-9	0	4	CN1CC(C(=N)N)C(=O)NC1=O (stereo unspecified)
63	16	-16	-100	3	22	-2	2	9	O=[N+]([O-])c1cccc(CN2CCC(c3nc4ccccc4[nH]3)CC2)c1
64	-10	·	-46	1	-32	-1	-2	-4	CN(C)C(=O)N1CCC2(CC1)CNCc1ccccc12
65	9	84*	30*	6	81*	5	0	3	COc1ccc(CCNC(=O)COC(=O)c2ccc(N3CCCC3=O)cc2)cc1
66	15	14	10	3	21	0	2	15	O=C(c1cc(F)ccc1-n1cnnn1)N1CCN(C/C=C/c2ccccc2)CC1
67	·	78*	10	26	·	21	11	1	O=C(Nc1nc(-c2ccc3c(c2)CCN3C(=O)c2ccccc2F)cs1)c1cccnc1
68	-22	-18	-30	-6	-12	-3	-6	-13	COc1cc(-c2nc3ncccn3c2NC2CCCCCC2)cc(OC)c1OC
69	-13	-3	-5	-1	-5	3	-3	0	COc1ccc(-c2nc3c(s2)CN(C(=O)C2CC2)CC3)cc1OC
70	-17	17	83*	18	21	16	0	-18	COc1ccc(-c2ccc(SCC(=O)Nc3ccc(F)cc3)nn2)cc1OC
71	-1	-24	-2	-2	-50	0	4	0	CC(C)CN1CC2(CCN(c3ncccn3)CC2)COc2ccccc2S1(=O)=O
72	-6	-8	2	-2	-15	0	-1	-9	CCC(=O)Nc1ccc2c(c1)nc(CN1CCCCCC1)n2C
73	12	8	5	3	54*	-1	2	4	Cc1nc(-c2ccccn2)sc1C(=O)Nc1ccc(C#N)cc1
74	16	14	2	-2	29	2	2	17	O=C(NCc1ccccc1)N1CCC(c2nc(-c3ccccc3)no2)C1 (stereo unspecified)
75	-17	·	-13	-9	-52	-8	-5	-14	COc1ccc(CC(=O)Nc2cc(S(=O)(=O)N3CCOCC3)ccc2N2CCCC2)c(OC)c1
76	·	86*	91*	-27	·	85*	51*	2	Cc1nnc(-c2ccc3ccn(CC(=O)N4CCCc5ccccc54)c3c2)o1
77	-230	-161	-294	-82	i	0	-96	-199	CCN1CCCC12Cc1ccccc1CN(C(=O)C1CCCC1)C2 (stereo unspecified)
78	21	1	-10	-6	17	3	3	8	CSc1cccc(NC2c3ccccc3C(=O)N2c2cccnc2)c1 (stereo unspecified)
79	8	-5	-1	3	23	0	1	6	COc1ccc(CCC(=O)NCCc2cn3cccc(C)c3n2)cc1
80	-13	-5	-2	-2	-14	-4	-3	-4	Cn1c(CN2CCCCC2)nc2ccccc21
81	11	25	22	0	28	0	2	9	Cc1cc(=O)n(CC(=O)Nc2ccccc2F)c(N2CCCC2)n1

An excerpt of these results, field by field:
72	CCC(=O)Nc1ccc2c(c1)nc(CN1CCCCCC1)n2C
  USP28 block: -6; USP17 inh: -8; USP8 block: 2; USP7 inh: -2; USP30 block: -15; USP10 inh: 0; UCHL1 inh: -1; OTUD3 block: -9
65	COc1ccc(CCNC(=O)COC(=O)c2ccc(N3CCCC3=O)cc2)cc1
  USP28 block: 9; USP17 inh: 84*; USP8 block: 30*; USP7 inh: 6; USP30 block: 81*; USP10 inh: 5; UCHL1 inh: 0; OTUD3 block: 3
69	COc1ccc(-c2nc3c(s2)CN(C(=O)C2CC2)CC3)cc1OC
  USP28 block: -13; USP17 inh: -3; USP8 block: -5; USP7 inh: -1; USP30 block: -5; USP10 inh: 3; UCHL1 inh: -3; OTUD3 block: 0
71	CC(C)CN1CC2(CCN(c3ncccn3)CC2)COc2ccccc2S1(=O)=O
  USP28 block: -1; USP17 inh: -24; USP8 block: -2; USP7 inh: -2; USP30 block: -50; USP10 inh: 0; UCHL1 inh: 4; OTUD3 block: 0
